Screening data from PubChem BioAssay.
DSG3 Ab inh: human desmoglein-3 autoantibody binding inhibition; P32926; DSG3-coupled beads, scFv-anti-DSG3-GFP binding, flow cytometry; stronger effect = lower value; binding (percent of control), % at 10 µM; 310,000 tested, 0.48% active; AID 588358;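 active means binding more than 3 SD below its plate's average and above zero; inconclusive means below that plate limit but binding exactly zero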;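 further: hits lower antibody fragment binding to DSG3; some compounds called inactive have numbers as strong as hits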
Mot1-301 SUMO: SUMOylation pathway inhibition by Mot1-301 growth rescue. S. cerevisiae Mot1-301 growth rescue, ATP luminescence, 38.5C; percent above DMSO median, 100 means doubled. growth rescue, % at 18.8 µM. 320,000 tested, 1% active. AID 2716;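 active means every valid replicate shows activation above 250% relative to neutral control wells; inactive means the rest, any valid replicate at or below 250%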;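 further: OY570 slx delta 5 strain wells were the positive control but not used for scaling; some compounds called inactive have numbers as strong as hits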
PKA-R2B activ: activates the human PKA-R2B holoenzyme complex; P22694+P31323; PKA-R2B holoenzyme dissociation, Cy5-IP20 fluorescence polarization; R2B truncated from residue 108, S112A mutant; 0% DMSO only, 100% 113 µM cGMP; AID 504700; 340,000 tested, 0.079% active; activation, % at 11.4 µM;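 active means activation above a cutoff set at the mean over all compounds plus 3 SD, cut at about 18% in these data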;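 further: higher means more holoenzyme dissociation and a rise in polarization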
Target sequence (P31323 whole entry, looked up, other chains not shown, the tested form may be a part): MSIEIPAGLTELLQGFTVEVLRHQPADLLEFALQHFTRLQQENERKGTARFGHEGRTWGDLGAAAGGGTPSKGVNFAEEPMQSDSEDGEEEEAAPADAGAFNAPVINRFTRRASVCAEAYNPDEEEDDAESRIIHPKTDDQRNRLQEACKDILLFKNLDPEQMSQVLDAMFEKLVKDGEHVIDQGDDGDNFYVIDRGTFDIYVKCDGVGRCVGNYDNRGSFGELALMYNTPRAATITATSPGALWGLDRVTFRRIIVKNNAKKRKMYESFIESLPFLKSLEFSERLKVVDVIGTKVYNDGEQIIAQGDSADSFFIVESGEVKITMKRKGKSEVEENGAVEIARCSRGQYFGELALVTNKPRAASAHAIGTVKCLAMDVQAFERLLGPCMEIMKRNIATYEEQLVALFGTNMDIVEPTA
Arrestin-AP2 inh: inhibitors of human beta-arrestin and AP2 interaction; FITC-arrestin peptide / GST-AP2 beads, flow cytometry; AP2 beta2 appendage carries R879A mutation; inhibition, % at 10 µM; 340,000 tested, 0.31% active; AID 504490;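 active means inhibition above a set limit, near 3 SD of compounds lacking own fluorescence, cut at about 54% in these data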;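 further: plate controls were DMSO wells for no effect and 5 µM unlabelled arrestin peptide for full effect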
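System: GST-tagged AP2 beta2-adaptin appendage (R879A) on 4 µm glutathione beads / Reagent: FITC-arrestin peptide, 50 nM / Detection: HyperCyt-sampled flow cytometry, FL1 channel, ex 488/em 535 nm / Timing: 12 min plus 1 h, RT / Buffer or medium: PBS plus Tween 20 (0.05%) and BSA (0.1%)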
MITF TRPM1 HTS: increases MITF-driven TRPM1 promoter luciferase signal; activation, % at 12.5 µM; AID 588334; 300,000 tested, 0.75% active; SK-MEL-5 TRPM1-promoter luciferase, 24 h; % of positive control, neutral wells = 0;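 active means mean activation of at least 80% with every replicate also reaching 80%; inconclusive means mean reaches 80% but some replicate falls short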;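 further: 0% = neutral control wells and 100% = parthenolide positive control wells; values of inactives mirror those of a sister screen read the other way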
NSD2 HMT inh: NSD2 (human) methyltransferase inhibition; O96028; NSD2 peptide methylation, AlphaScreen, 120 min; inhibition, % at 12.5 µM; 310,000 tested, 0.54% active; AID 743445; in the data active means inhibition above about 50%
SR-BI HDL uptake: mouse SR-BI HDL lipid transfer inhibition; AID 488896; ldlA[mSR-BI] CHO cells, DiI-HDL uptake fluorescence, 3 h; Q61009; 320,000 tested, 0.96% active; inhibition, % at 12.5 µM;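 active means mean replicate inhibition of at least 70% and a set share of replicates each scoring 70 or more; inconclusive means meets just one of the two criteria; inactive means fails both criteria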;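 further: 0% = median of neutral control wells and 100% = median of positive control wells; values of inactives mirror those of a sister screen read the other way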
Target sequence (Q61009 whole entry, looked up): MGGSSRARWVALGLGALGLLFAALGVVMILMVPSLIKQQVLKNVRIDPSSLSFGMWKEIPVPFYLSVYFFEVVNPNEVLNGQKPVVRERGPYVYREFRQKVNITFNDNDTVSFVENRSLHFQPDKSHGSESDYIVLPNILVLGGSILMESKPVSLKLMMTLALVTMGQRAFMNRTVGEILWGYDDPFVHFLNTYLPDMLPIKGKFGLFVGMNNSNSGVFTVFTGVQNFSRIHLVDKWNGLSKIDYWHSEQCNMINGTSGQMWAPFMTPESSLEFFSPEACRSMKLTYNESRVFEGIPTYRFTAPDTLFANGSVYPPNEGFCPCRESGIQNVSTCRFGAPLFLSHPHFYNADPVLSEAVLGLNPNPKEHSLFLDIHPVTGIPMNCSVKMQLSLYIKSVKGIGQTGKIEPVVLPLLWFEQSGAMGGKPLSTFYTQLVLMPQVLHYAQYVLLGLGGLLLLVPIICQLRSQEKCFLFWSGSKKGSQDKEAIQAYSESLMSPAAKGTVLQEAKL
PKA-R1A activ: activators of PKA-R1A complex. 340,000 tested, 0.083% active. PKA-R1A dissociation, Cy5-IP20 fluorescence polarization; scaled: DMSO 0%, 113 µM cGMP 100%. activation, % at 11.4 µM;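 active means percent activation above the mean of all tested compounds plus 3 SD, cut at about 19% in these data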;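 further: higher means more PKAc released from R1A so a rise in polarization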
dFosB act: activators of mouse delta FosB homodimer; P13346; activation, % at 25 µM; 340,000 tested, 0.99% active; AID 493131; purified delta FosB, TAMRA-CDK5 oligo fluorescence polarization; percent of positive-control signal above neutral wells;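 active means mean activation above about 17%, with every replicate also reaching it, limit read from the data, passing the limit was not always enough; inconclusive means only one of the two conditions met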;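 further: fluorescence polarization rise as delta FosB binds a TAMRA Cdk5 AP-1 oligo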
CDK5 inh: inhibitors of human CDK5/p35 kinase; Q00535+Q15078; Recombinant CDK5/p35, ADP-Glo luminescence, 60 min; inhibition, % at 10 µM; 330,000 tested, 0.01% active; AID 488839;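 active means highest replicate inhibition of at least 50% and at least 75% of replicates reaching 50%; inconclusive means only one of the two criteria met; inactive means both criteria failed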;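 further: plate controls were DMSO neutral control for no effect and GW8510 at 10 µM for full effect; many of its hits are not listed in these tables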
SR-BI DiI-HDL act: SR-BI HDL lipid transfer activation; activation, % at 12.5 µM; CHO ldlA[mSR-BI] cells, DiI-HDL uptake fluorescence, 3 h; 100 = double the neutral-control signal; 320,000 tested, 0.096% active; AID 504775;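 active means mean replicate activation of at least 60% and every replicate at or above 60%; inconclusive means mean or all-replicate condition met, but not both; inactive means mean below 60% and not all replicates reaching 60%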;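 further: 0% = median plate neutral-control signal and 100% = twice that signal; values of inactives mirror those of a sister screen read the other way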
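System: CHO ldlA[mSR-BI] cells / Medium: HEPES-buffered (25 mM, pH 7.4) F12 plus 0.5% BSA / Probe or stimulus: labelled HDL, 10 µg/mL / Doses: single compound concentration, delivered by pin transfer / Schedule: 3 h, 37 °C / Measured by: DiI fluorescence, bottom read / Measure: cell-associated DiI fluorescence as measure of HDL uptake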
* = called active by the depositor; ? = inconclusive; · = not tested or not shown.

The line under a structure holds: SR-BI DiI-HDL act, Mot1-301 SUMO, MITF TRPM1 HTS, dFosB act, PKA-R2B activ, CDK5 inh, PKA-R1A activ, NSD2 HMT inh, SR-BI HDL uptake, DSG3 Ab inh, Arrestin-AP2 inh
Cc1cc(/C=C2/NC(=O)NC2=O)c(C)n1-c1ccc(N2CCOCC2)cc1
  -30, 6, -1, -11, 4, -0.1, -8, 10, 30, 80, 28
COc1ccccc1NC(=O)COC(=O)c1ccc2c(c1)OCCO2
  12, 5, 9, 9, -10, 1.7, -1, ·, -12, 101, -2
Cc1ccc(NC(=O)CSc2nc(O)cc(=O)n2C)cc1
  27, 2, 11, -3, 5, 0.2, 3, 3, -27, 90, 3
O=C(CCC(=O)Nc1ccccc1)NNS(=O)(=O)c1ccccc1[N+](=O)[O-]
  15, 8, -18, 1, 5, -1.8, -4, 1, -15, 100, 11
CCOC(=O)C1CCN(C(=O)c2ccccc2CCc2ccccc2)CC1
  -23, 10, 11, -13, -1, -1.1, -8, 27, 23, 113, -3
Cc1ccc(-n2c(C)cc(C(=O)CN3CCOCC3)c2C)cc1
  7, 1, 48, -8, -4, -6.9, -4, 6, -7, 102, 14
CCOc1ccc(OCc2ccc(C(=O)N3CCCC(C)C3)cc2)cc1 (configuration not stated)
  -41, 9, 12, -8, -5, -1.4, -8, -3, 41, 94, -5
Cn1cccc1C(=O)OCC(=O)c1ccc(Br)s1
  -2, 4, 43, -1, -2, 1.1, 5, 1, 2, 94, -13
CCC(CC)NC(=O)CO/N=C/c1ccc(Cl)cc1Cl
  5, -17, -6, 2, -7, 0.0, 11, 8, -5, 94, -3
CCc1ccc(Cn2ncc3c(C(=O)O)cc(C)nc32)cc1
  51, ·, 10, -6, -12, -0.3, -2, 26, -51, 95, 36
Cc1nc2ccc(NC(=O)c3ccccc3)cc2s1
  -19, -2, 59, -16, -7, -6.0, 0, 0, 19, 107, -4
COc1ccccc1N1CCN(S(=O)(=O)CC23CCC(CC2=O)C3(C)C)CC1 (configuration not stated)
  20, -13, -2, 0, 0, 0.8, -6, -2, -20, 100, 7
O=C1NCCCC1C(=O)N/N=C/c1ccccc1[N+](=O)[O-] (configuration not stated)
  10, -8, ·, -2, 3, 0.3, -19, -2, -10, 112, 0
COC(=O)c1cc(S(=O)(=O)NCC2CCN(CCc3cccs3)CC2)c[nH]1
  17, 133, 14, -4, 1, ·, -9, 1, -17, 95, -1
Oc1ccccc1C=NC1CCCCC1N=Cc1ccccc1O (configuration not stated)
  5, 3, 0, -4, 5, 0.9, 7, 0, -5, 109, 3
Cc1ccccc1NC(=O)NCc1ccco1
  3, 2, 10, -5, -5, 0.6, -2, 0, -3, 110, 12
O=C(CSc1nnc(SCc2ccccc2)s1)N/N=C/c1ccc(Cl)cc1Cl
  3, 1, 5, 12, -2, 1.3, 6, -1, -3, ·, 5
O=C(COC(=O)CN1C(=O)c2ccccc2C1=O)Nc1ccccc1[N+](=O)[O-]
  12, 0, -2, -4, -3, 1.1, -5, -1, -12, 104, 27
COCCNC(=O)c1oc2ccc3c(c2c1C)C(O)CC(C)(C)O3 (configuration not stated)
  13, -17, 7, -5, -1, 1.5, -11, -1, -13, 97, 18
C=CCn1c(SCC(=O)Nc2ccc(C(=O)O)cc2)nnc1-c1cccnc1
  3, 5, 5, -5, -6, 0.7, 5, -9, -3, 101, -17
Cc1ccc2ccc3ccc(C)nc3c2n1
  5, 14, -9, -1, 0, -0.1, -8, ·, -5, 236, 2
CCN(CC)C(=O)CCc1nc2sc3c(c2c(=O)[nH]1)CCCC3
  -6, 12, -7, -4, 1, -0.1, -4, 5, 6, 105, 26
CNc1oc(-c2ccccc2Cl)nc1P(=O)(c1ccccc1)c1ccccc1
  7, -1, -5, 6, -1, -0.7, -11, -3, -7, 94, 28
O=C(Nc1cccc(Cl)c1)N1CCN(C/C=C/c2ccccc2)CC1
  -8, 9, ·, -9, -1, 0.2, -2, 0, 8, ·, -7
N/C(=N\C(=S)Nc1ccccc1)c1ccccc1
  -30, 19, ?, 2, 2, -2.1, 4, 3, 30, 107, 7
COc1ccc(C=C(c2ccc(OC)cc2)c2ccc(OC)cc2)cc1
  -72, 9, 4, -14, -5, 0.2, 4, 6, 72*, 99, 13
COc1ccc(-c2c(C(F)(F)F)nn(C)c2NC(=O)c2cccnc2)cc1
  -4, -9, ·, -7, ·, -0.4, ·, -5, 4, 96, 44
C#CC(CC)(CC)NC(=O)Nc1ccccc1C(=O)OC
  -1, 42, -2, 8, 4, -0.7, 6, -1, 1, 93, 7
CC(=O)N1CCc2c(sc(NC(=O)c3cccc(N4C(=O)CCC4=O)c3)c2C(N)=O)C1
  -24, 202, -1, -18, 8, 0.1, -8, 37, 24, 96, 19
CCCCCCCC1(C)NC(=O)N(CC(=O)Nc2cc(C)on2)C1=O (configuration not stated)
  9, -3, -4, -4, 11, -0.2, -3, -1, -9, 102, -2
CCOc1ccc(C(=O)N2CCN(c3ccccn3)CC2)cc1OCC
  7, 13, ·, 1, 5, -0.9, -10, 0, -7, 118, 3
CC1=C(C(=O)N2CCOCC2)C(c2ccc(Br)cc2)NC(=S)N1c1ccccc1 (configuration not stated)
  27, -10, 5, -11, 10, 0.2, 8, ·, -27, 103, 5
CC1CN(C(=O)c2ccc(-c3ccccc3Cl)o2)CC(C)O1 (configuration not stated)
  -14, 20, 67, -10, -6, 0.3, 0, -4, 14, 98, 37
O=C1Nc2ccccc2OCc2c1cccc2[N+](=O)[O-]
  13, 17, -9, 5, -4, 1.1, 3, -2, -13, 108, 8
CC(=O)NC(Cc1ccc(O)cc1)C(=O)NN (configuration not stated)
  18, 2, -1, -9, 5, -0.9, -8, -2, -18, 96, 32
O=C(Nc1ccc2c(c1)C(=O)NC2=O)c1ccccc1Cl
  ·, 5, 5, 2, -6, 0.1, -2, ·, ·, 103, -6
Cc1ccc(-n2c(C)nnc2SCC(=O)N(C)c2c(N)n(Cc3ccccc3)c(=O)[nH]c2=O)cc1
  ·, 19, 1, -5, -1, 0.2, 6, -1, -46, 112, 25
CCOC(=O)c1sc(/N=C/Nc2nc(C)c(C(=O)OCC)s2)nc1C
  1, ·, 2, -16, 7, 1.7, -9, -7, -1, 104, 3
C#CCOCCOCCOCCNc1nc(N2CCN(C(=O)[C@H]([C@@H](C)CC)n3cc([C@@H](N)CO)nn3)CC2)nc(N2CCN(C(=O)[C@H]([C@@H](C)CC)n3cc([C@@H](N)Cc4ccc(O)cc4)nn3)CC2)n1
  -4, 5, 4, 8, -4, 0.3, -23, ·, 12, 105, -1
CCOC(=O)C1CCCN(C(=O)CCc2nc3sc4c(c3c(=O)[nH]2)CCCC4)C1 (configuration not stated)
  3, 17, -13, -5, -4, 0.9, 2, -3, -3, 98, -2
COc1ccc(CCN2CC(C(=O)OCC(=O)N(C)Cc3ccccc3)CC2=O)cc1OC (configuration not stated)
  11, 58, 13, -9, -3, -0.1, 1, 3, -11, 104, -9
CCCCN(CC)CCNC(=O)C1CCN(S(=O)(=O)c2cccc3nsnc23)CC1
  20, -17, 20, -12, 2, ·, 2, 2, -20, 96, -13
COc1ccc(C2C=C(C)Nc3ncnn32)cc1 (configuration not stated)
  10, -12, 8, -2, 0, 2.0, 9, -1, -10, 105, 5
Nc1nc(CN2CCc3ccccc3C2)nc(Nc2ccccc2)n1
  -7, -6, 0, 27*, -7, 1.3, -2, ·, 7, 100, 5
COc1ccc2nc(COC(=O)c3ccco3)c(C(C)=O)[n+]([O-])c2c1
  34, -14, -9, -3, -12, 0.1, -11, 13, -34, ·, -2
COc1ccc(NC(=O)CSc2nnc(-c3ccncc3)o2)c([N+](=O)[O-])c1
  14, 14, 4, 1, 6, 0.9, -9, 0, -14, 89, -4
Cc1cc(S(=O)(=O)Nc2ccc(C(=O)NCc3ccncc3)cc2)ccc1F
  6, 5, -1, 0, -2, -0.5, 1, 2, -6, 112, -4
C=CCNC(=O)c1scc2c1CCCC2
  9, 4, 27, 6, -2, 1.9, -7, 0, -9, 79, -1
CCCCn1c(N)c(N(CC(C)C)C(=O)CCC2CCCCC2)c(=O)[nH]c1=O
  7, 1, 1, 8, -6, 1.1, -23, 1, -7, 100, -10
Cc1ccc(S(=O)(=O)Nc2ccccc2C(=O)N2CCN(C)CC2)cc1
  14, -9, -4, -5, -7, 0.4, -11, 1, -14, 104, 10
Cc1cc(C(=O)C(=O)N(C)C)c(C)n1-c1ccc([N+](=O)[O-])cc1
  21, -12, -3, -2, 3, -0.2, -10, 3, -21, 100, -3
CCCCSc1nc(O)c(C2OC(=O)c3c2ccc(OC)c3OC)c(=O)n1-c1ccccc1 (configuration not stated)
  19, -1, -8, 1, 8, -2.4, 5, 13, -19, 109, -11
O=C(CN1C(=O)C2C3C=CC(C3)C2C1=O)N1CC=C(c2ccccc2)CC1 (configuration not stated)
  16, -12, -4, -1, 8, -0.3, -3, 0, -16, 95, 5
